LDHA block – blocks human lactate dehydrogenase A; P00338; AID 1347041; actives 0.15% (n = 480,000); purified LDHA, NADH/diaphorase-resazurin fluorescence; hits give low values; activity change, % (values are at about 110 or 230 µM); in the data active = activity change below about -30%; inconclusive = mostly about -25% to -30%;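 also: plate controls were DMSO wells for no effect and wells without enzyme for full effect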
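Human LDH5 (2 nM) was incubated with 0.06 mM NADH and 0.2 mM pyruvate for 5 min at room temperature in Tris pH 7.4. Remaining NADH was coupled through diaphorase/resazurin, and resorufin fluorescence was read at 0 and 20 min.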
Vif-APOBEC3G blk – blocks the Vif interaction with human APOBEC3G; Q9HC16; HeLa A3G-eYFP + Vif (tagged APOBEC3G with the HIV-1 protein that degrades it), YFP fluorescence, overnight; Potency, µM (highest dose often 46.1 µM), for the others: at the highest dose activity, negative = active, actives largely listed as inhibitors; actives 0.076% (n = 410,000); AID 602310;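 also: potency is read from the fitted curve at half-maximal effect; % is scaled to controls: 0 for no effect and ±100 for the full control effect; nearly all actives have a fitted effect of over 60% in size; hits raise eYFP signal because A3G escapes Vif-driven loss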
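Read-out is eYFP fluorescence (Ex 488/Em 500-530) from Vif-expressing HeLa A3G-eYFP cells; more signal means A3G escaped Vif-mediated degradation. Cells plated overnight, compound pinned in, incubated overnight at 37 deg C.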
ERG-DNA inh – inhibitors of human ERG Ets domain-DNA interaction | Potency, µM (series often up to 76.9 µM), for the others: at the highest dose FP activity, negative = inhibition, usual class: inhibitors | fluorescence polarization, His-ERG Ets domain / labelled DNA | P11308 | actives 0.028% (n = 370,000) | AID 624246; active = well fitted inhibition curve with a large enough effect in the polarisation, with a control signal flat; inconclusive = small, poorly fitted or top-dose-only effect, or effect the other way, or a change in a side signal; inactive = no such curve, though single readings can be large or run the other way; the % refers to the polarisation;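 also: polarization taken with two DNA probes labelled with fluorescein and Texas red; potency is read from the fitted curve at half-maximal effect; % of control where 0% means no effect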
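His-tagged ERG Ets domain (1 uM in the protein solution; 300mM KCl, 50mM Tris-HCl, 1mM EDTA, 1mM DTT, pH 7.5) received compound, then a probe mix of 5 nM fluorescein-DNA and 100nM Texas-615-DNA. Fluorescence polarization was read for both dyes.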
Vif-APOBEC3F blk – Vif-A3F binding inhibition; HeLa A3F-eYFP + Vif (tagged APOBEC3F with the HIV-1 protein that degrades it), YFP fluorescence increase; Potency, µM (titrated, usually from 46.1 µM), without a hit: top-dose activity, negative = active; actives 0.2% (n = 390,000); AID 602313; also: potency is read from the fitted curve at half-maximal effect; % of control where 0% means no effect; nearly all actives have a fitted effect of over 65% in size
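HeLa cells stably expressing Vif plus C-terminally eYFP-tagged A3F were seeded, incubated overnight at 37 deg C, dosed with compound, incubated overnight again at 37 deg C. Yellow fluorescence (Ex 488/Em 500-530) reported blocked Vif-mediated A3F-eYFP degradation.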
D2 antag – D2 dopamine receptor (human) antagonism. P14416. HEK293 TREx D2 cells, calcium flux, dopamine EC80. inhibition, % at 10 µM. actives 2% (n = 340,000); in the data active = inhibition above about 30%; also: 0% is about no effect
Target sequence (P14416 whole entry, looked up): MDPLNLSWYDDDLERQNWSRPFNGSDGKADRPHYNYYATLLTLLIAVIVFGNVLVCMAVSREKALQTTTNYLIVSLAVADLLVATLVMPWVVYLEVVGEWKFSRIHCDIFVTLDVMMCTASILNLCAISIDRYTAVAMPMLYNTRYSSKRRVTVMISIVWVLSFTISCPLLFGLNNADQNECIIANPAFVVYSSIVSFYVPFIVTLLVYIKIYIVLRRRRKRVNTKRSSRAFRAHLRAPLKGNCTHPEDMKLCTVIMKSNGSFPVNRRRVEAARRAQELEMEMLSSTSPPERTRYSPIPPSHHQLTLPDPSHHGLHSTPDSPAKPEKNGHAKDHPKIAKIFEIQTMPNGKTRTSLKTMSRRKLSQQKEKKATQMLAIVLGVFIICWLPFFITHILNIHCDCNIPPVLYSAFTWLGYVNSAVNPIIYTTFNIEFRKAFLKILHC
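Calcium mobilization kinetics were recorded at 1 s intervals in tetracycline-induced HEK293 T-REx D2 cells, first for 180 s after compound addition and then 180 s after EC80 dopamine.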
ALOX12 inh – ALOX12 (human) lipoxygenase inhibition. P18054. purified 12hLO, xylenol orange hydroperoxide absorbance. Potency, µM (highest dose often 108 µM), for inactives: at the highest dose activity change, negative = inhibition, usual class: inhibitors. actives 1.1% (n = 580,000); also: potency is read from the fitted curve at half-maximal effect; % is scaled to controls: 0 for no effect and ±100 for the full control effect
Target sequence (P18054 whole entry, looked up): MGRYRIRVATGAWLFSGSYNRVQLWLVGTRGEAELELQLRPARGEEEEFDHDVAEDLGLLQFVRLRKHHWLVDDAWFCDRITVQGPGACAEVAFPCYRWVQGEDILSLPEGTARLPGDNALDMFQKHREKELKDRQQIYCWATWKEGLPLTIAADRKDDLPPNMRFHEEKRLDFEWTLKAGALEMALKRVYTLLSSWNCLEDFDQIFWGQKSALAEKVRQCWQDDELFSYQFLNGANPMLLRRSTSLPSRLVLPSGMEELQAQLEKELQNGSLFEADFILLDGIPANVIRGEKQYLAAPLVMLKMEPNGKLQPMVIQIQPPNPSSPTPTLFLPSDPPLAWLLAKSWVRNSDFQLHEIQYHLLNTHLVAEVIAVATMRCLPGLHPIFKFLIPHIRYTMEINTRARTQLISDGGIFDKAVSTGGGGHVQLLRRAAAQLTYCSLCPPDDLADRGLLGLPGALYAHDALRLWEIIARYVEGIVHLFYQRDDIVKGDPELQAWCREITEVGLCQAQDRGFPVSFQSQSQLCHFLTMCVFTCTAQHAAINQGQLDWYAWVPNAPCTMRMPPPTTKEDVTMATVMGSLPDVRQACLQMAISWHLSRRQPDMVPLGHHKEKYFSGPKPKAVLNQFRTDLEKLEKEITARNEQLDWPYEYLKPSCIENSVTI
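Hydroperoxide product was detected by ferrous iron/xylenol orange as the 573 to 405 nm absorbance ratio. Arachidonic acid at 40 uM (final) was turned over for 30 min at room temperature by 150 nM human 12hLO, pH 7.0 Hepes buffer, after 15 min compound preincubation.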
RGS4 inhibitor – inhibitors of human regulator of G protein signaling 4. AID 504845. Transcreener GDP fluorescence polarization, RGS4-accelerated GTP hydrolysis. Potency, µM (series often up to 114 µM), for inactives: top-dose activity change, negative = inhibition, actives largely listed as inhibitors. actives 0.039% (n = 390,000). P49798; also: potency is read from the fitted curve at half-maximal effect; % is scaled to controls: 0 for no effect and ±100 for the full control effect; nearly all actives have a fitted effect of over 75% in size; some results filed as inactive show a strong effect at the top dose
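MLSMR compounds (23 nl, pin-transferred) preincubated 10 min at room temperature with a 500nM (2x) first reagent, then RGS4 at 900nM (2x) plus Transcreener GDP mix added; fluorescence polarization (620/688 nm) read before and after 90 min at 30 °C.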
Glioma ERSR ind – induces the endoplasmic reticulum stress response in human glioma cells; U87-MG GRP78 promoter luciferase reporter, 16 h; Potency, µM, without a hit: at the top dose activation, hits mostly activators; actives 0.02% (n = 420,000); also: potency is read from the fitted curve at half-maximal effect; series mostly up to about 76 µM; % of control where 0% means no effect; nearly all actives have a fitted effect of over 35% in size
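ERSR induction read as luciferase luminescence (Bright-Glo, 10 min at room temperature) in stably transfected human U87-MG glioma cells exposed to compounds for 16 h, using GRP78 as sensor.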
D2 ag – activates the human D2 dopamine receptor; HEK293 T-REx D2 cells, calcium flux agonist mode; activation, % at 2 µM; actives 0.53% (n = 340,000); AID 485358;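 active = activation over 3 SD above normal in the single-dose calcium agonist read, cut at about 30% in these data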; also: 0% is about no effect
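HEK293 Trex D2 cells, tetracycline-induced, o/n 30 C 5% CO2; no-wash Ca dye, RT 30–90 min; 10-cycle baseline, 23 nl cpd added, kinetic Ca read 180 s; agonist hits = positive Ca response.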
Numbers without * were called inactive; i = inactive; u = inconclusive; x = no result given; [ ] = another dose, or the depositor's remark. Unless noted, calls follow the shape of the dose curve; as a rule, active = well fitted curve in the direction sought with a large enough effect; inconclusive = small, poorly fitted or top-dose-only effect, or another doubt; inactive = no such curve, though single readings can be large; an effect the other way counts as inactive or inconclusive. A portion of the library, so the mix of outcomes need not match the whole.

The line under a structure holds: LDHA block, Vif-APOBEC3G blk, ERG-DNA inh, Vif-APOBEC3F blk, D2 antag, ALOX12 inh, RGS4 inhibitor, Glioma ERSR ind, D2 ag
CCOc1ccc(CNC(=O)c2cnc3sc(N4CCOCC4)nn3c2=O)cc1
  -5.8, 1.8%, 0.4%, -6.1%, x, -6.3%, 4.1%, -2.5%, 0.4
COC(=O)CN1C(=O)[C@H]2[C@@H](c3ccc(C)o3)N3C(=O)CN(CCO)C(=O)[C@@]3(Cc3ccccc3)[C@H]2C1=O
  3.3, 1.8%, 6.3%, -12.7%, -29.6, 31.7%, -1.6%, -3.6%, -0.5
Cc1ccc(-c2cc(C(F)F)n3ncc(C(=O)N4CCc5ccccc54)c3n2)cc1
  0.0, -50.7%, -14.7%, -30.0%, 2.1, -24.7%, -16.5%, 1.6%, -0.6
O=C(CN1C2CCC1CC(NC(=O)C1CC1)C2)NCc1ccccc1 (configuration not stated)
  -9.2, 1.0%, -5.4%, -7.6%, -5.3, 0.0%, -33.8%, -4.7%, 0.0
Cc1ccc(NC(=S)N2CCN(c3ccccc3F)CC2)c(C)c1
  -0.5, -1.1%, -5.5%, 11.8%, -8.2, -18.0%, -40.3%, -4.6%, 10.1
O=C(COc1ccccc1)NCC(=O)Nc1cccc(S(=O)(=O)NC2=NCCC2)c1
  -4.6, -8.2%, -7.9%, 2.6%, 5.3, 8.7%, -15.8%, -2.9%, 2.1
CCOC(=O)C1=C(CC)OC(N)=C(C#N)C1c1ccc(OC)cc1OC (configuration not stated)
  1.3, 0.5%, 6.0%, 3.5%, 24.1, -7.0%, -9.5%, -1.0%, 7.0
COc1cccc(C2=NS(=O)(=O)N(C)C(C(=O)Nc3cccc(O)c3)=C2)c1
  3.0, -2.9%, 3.3%, 0.6%, x, u, 0.8%, 0.1%, -0.2
COc1ccc(NC(=O)c2ccc3c(c2)C(=O)N(Cc2ccncc2)C3=O)cc1S(N)(=O)=O
  1.2, 0.6%, -3.4%, -0.7%, x, 5.0%, u, -3.9%, x
CCN1C(=O)[C@H]2[C@@H](c3ccc(C)cc3)N3C(=O)N(c4ccc(OC)cc4)C(=O)[C@@]3(Cc3ccccc3)[C@H]2C1=O
  -6.2, -7.4%, 6.3%, -3.3%, 3.7, -13.9%, -23.6%, -1.4%, 0.5
N#Cc1ccccc1OCc1nnc(-c2ccccc2Br)o1
  -3.5, -5.9%, 10.6%, 2.6%, 11.7, 4.7%, 31.2%, 0.5%, 0.2
CCO[C@H]1OC(C(=O)N2CCN(Cc3ccccc3)CC2)=C[C@@H](C2CCCCC2)[C@@H]1CCCO
  6.9, -2.1%, -3.4%, -10.8%, x, -9.6%, 9.1%, -1.1%, x
Cc1cc(=O)oc2cc(OCc3ccc(C(=O)OCC(=O)N(C)C4CCS(=O)(=O)C4)cc3)ccc12 (configuration not stated)
  -8.3, -6.2%, 2.5%, 0.1%, -13.9, 23.3%, -34.6%, -6.5%, -0.2
COc1ccc(NC(=S)Nc2ccc(N(C)C(C)=O)cc2)cc1
  -3.5, 1.2%, u, 5.2%, 7.2, -28.7%, -31.9%, 4.9%, 0.9
O=C1CC(=O)Nc2cc(S(=O)(=O)Nc3ccc(Cl)c(C(F)(F)F)c3)ccc2N1
  0.6, 0.9%, 4.4%, -6.4%, 9.7, -11.9%, 5.5%, -1.0%, 0.1
CC(=O)Nc1ccc(NC(=O)CN(c2cc(Cl)ccc2Cl)S(C)(=O)=O)cc1
  -8.2, 6.4%, -9.7%, -0.2%, -14.9, 0.0%, 14.5%, -2.4%, 1.3
COc1ccc(C(=O)Nc2ccnn2C2CCN(Cc3ccncc3)CC2)cc1
  -2.6, -2.4%, -2.6%, -8.5%, -1.4, 0.0%, -4.9%, 3.6%, 0.4
CC1=CC2=NC(=O)/C(=C\c3cc(C)n(-c4ccccc4)c3C)C(=N)N2O1
  -2.8, 0.9%, -8.7%, u, 4.5, -7.7%, 0.3%, -2.6%, -1.0
COC(=O)C1=C(N)Oc2cc(C)n(CCCn3ccnc3)c(=O)c2C1c1ccc(Cl)cc1 (configuration not stated)
  -4.8, -4.4%, -0.6%, 0.7%, 4.7, i, 8.6%, -2.6%, 0.3
CC1CCc2c(sc(NC(=O)c3ccco3)c2C(=O)O)C1 (configuration not stated)
  -40.6*, -10.9%, -4.2%, -26.8%, -26.0, -15.8%, 15.4%, -2.3%, -1.2

Exported as labelled records: part of the list above.
Molecule: N#Cc1ccccc1OCc1nnc(-c2ccccc2Br)o1
- LDHA block: -3.5
- Vif-APOBEC3G blk: -5.9%
- ERG-DNA inh: 10.6%
- Vif-APOBEC3F blk: 2.6%
- D2 antag: 11.7
- ALOX12 inh: 4.7%
- RGS4 inhibitor: 31.2%
- Glioma ERSR ind: 0.5%
- D2 ag: 0.2

Molecule: CCO[C@H]1OC(C(=O)N2CCN(Cc3ccccc3)CC2)=C[C@@H](C2CCCCC2)[C@@H]1CCCO
- LDHA block: 6.9
- Vif-APOBEC3G blk: -2.1%
- ERG-DNA inh: -3.4%
- Vif-APOBEC3F blk: -10.8%
- D2 antag: x
- ALOX12 inh: -9.6%
- RGS4 inhibitor: 9.1%
- Glioma ERSR ind: -1.1%
- D2 ag: x

Molecule: Cc1cc(=O)oc2cc(OCc3ccc(C(=O)OCC(=O)N(C)C4CCS(=O)(=O)C4)cc3)ccc12 (configuration not stated)
- LDHA block: -8.3
- Vif-APOBEC3G blk: -6.2%
- ERG-DNA inh: 2.5%
- Vif-APOBEC3F blk: 0.1%
- D2 antag: -13.9
- ALOX12 inh: 23.3%
- RGS4 inhibitor: -34.6%
- Glioma ERSR ind: -6.5%
- D2 ag: -0.2

(listing goes on)
SMILES,LDHA block,Vif-APOBEC3G blk,ERG-DNA inh,Vif-APOBEC3F blk,D2 antag,ALOX12 inh,RGS4 inhibitor,Glioma ERSR ind,D2 ag
Cc1ccc2nc(C)cc(C(=O)N/N=C/c3ccncc3)c2c1,-5.3,-6.6%,3.3%,6.2%,14.1,x,-2.6%,2.5%,-0.3
COc1ccccc1NC(=O)CSc1oc(-c2ccccc2)nc1S(=O)(=O)c1ccccc1,-2.3,-5.8%,5.2%,0.7%,x,u,-4.1%,0.4%,-0.4
CC(C)Oc1ccccc1-c1cc(C(=O)N/N=C/c2cccnc2)c2ccccc2n1,-1.3,-4.8%,0.3%,1.9%,6.8,i,3.4%,-3.4%,0.4
O=C(CCNC(=O)N1CC(=O)Nc2ccccc21)NCc1ccccc1Cl,0.3,1.2%,x,-3.0%,x,6.4%,x,-4.1%,x
CCC(=O)Nc1nnc(C)s1,-1.0,1.5%,9.6%,-2.2%,-8.4,7.5%,17.5%,-1.5%,0.9
COc1ccc(OC)c(NC(=O)Cc2c(C(=O)O)n(C)c3ccc(C)cc23)c1,2.1,-7.9%,-8.1%,-1.9%,x,-22.5%,2.9%,1.6%,-0.9
Cc1cc(O)c(CN2CCN(S(=O)(=O)c3cccs3)CC2)cc1C(C)C,-0.7,5.2%,-7.0%,-5.7%,-2.6,-19.2%,-8.9%,0.5%,0.0
O=C1CC(c2ccccc2F)C2=C(COC2=O)N1 (configuration not stated),-2.4,-0.6%,0.7%,11.1%,6.2,0.1%,-2.3%,-0.1%,1.2

Further entries
SMILES,LDHA block,Vif-APOBEC3G blk,ERG-DNA inh,Vif-APOBEC3F blk,D2 antag,ALOX12 inh,RGS4 inhibitor,Glioma ERSR ind,D2 ag
Cc1ccc(N2CCN(S(=O)(=O)c3nnc(NC(=O)c4ccco4)s3)CC2)cc1,0.4,-1.2%,14.6%,-1.2%,9.3,47.4%[activator],-53.9%,-1.2%,-0.2
COCCCNC(=O)C1CCC(=O)N(c2ccc3c(c2)OCO3)C1c1ccc(OC)cc1 (configuration not stated),-17.5,0.2%,2.3%,-2.0%,4.7,-4.9%,19.4%,-1.9%,0.5
C=CCn1c(=O)c2c3c(sc2n2c(Nc4ccccc4)nnc12)CCCC3,-2.3,1.1%,1.9%,1.4%,-14.7,-1.3%,-8.5%,-7.4%,1.5
COc1ccc(NC(=O)Cc2coc3cc(C)ccc23)cn1,8.8,7.4%,12.6%,10.8%,0.6,-7.8%,-10.8%,2.5%,0.1
O=C(CN1C(=O)COc2ccccc21)NCCN1CCOCC1,-4.3,-0.6%,11.8%,-17.8%,-14.8,-3.9%,9.2%,-1.9%,0.1
CC(C)C(c1nnnn1Cc1ccc(F)cc1)N1CCN(C2CCCCC2)CC1 (configuration not stated),-2.2,2.7%,-2.4%,-0.2%,-25.3,0.0%,10.9%,-6.1%,1.0
Cc1ccccc1-c1nc2ccccc2c(=O)n1/N=C/c1ccc([N+](=O)[O-])cc1,-2.1,-0.5%,20.5%,-0.9%,x,23.4%,4.5%,0.2%,x
COCCOC(=O)c1c(NC(=O)CN2CCCc3ccccc32)sc(C(N)=O)c1C,-7.2,-0.1%,2.1%,1.8%,-6.4,2.6%,5.6%,-6.2%,-0.6

Screens (PubChem BioAssay)
